Pf Dd2 growth = P. falciparum Dd2 growth inhibitors, primary screen, SYBR Green fluorescence, single dose replicates. 94,000 compounds, 2.3% hits. activity change, % at 10 µM. 72 h; hits give low values. AID 1159554, 2015; in the data active means activity change below about -80%
GASC1 inh = inhibitors of GASC-1 (KDM4C) histone demethylase, primary screen, biochemical, single concentration HTS; Lysine-specific demethylase 4C (Homo sapiens), Q9H3R0; GST-KDM4C 2-372, H3K9me3 peptide, LANCE TR-FRET; inhibition, % at 12.5 µM; 96,000 compounds, 0.15% hits; AID 720574, 2013;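 active means mean replicate inhibition above about 25%, with at least 55% of replicates also reaching it, limit read from the data, passing the limit was not always enough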
Target sequence (Q9H3R0 2-372 limits assumed): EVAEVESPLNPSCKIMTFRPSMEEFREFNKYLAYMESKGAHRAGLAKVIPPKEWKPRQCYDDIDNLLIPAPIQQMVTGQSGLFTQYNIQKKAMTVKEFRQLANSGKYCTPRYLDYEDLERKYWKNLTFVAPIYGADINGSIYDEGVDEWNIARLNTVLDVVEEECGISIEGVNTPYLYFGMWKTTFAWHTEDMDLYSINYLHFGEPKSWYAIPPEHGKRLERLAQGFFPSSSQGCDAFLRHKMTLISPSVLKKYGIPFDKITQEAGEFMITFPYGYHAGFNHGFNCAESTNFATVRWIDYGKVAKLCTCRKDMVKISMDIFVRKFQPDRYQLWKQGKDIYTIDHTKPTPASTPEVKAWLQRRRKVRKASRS
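System – N-terminal GST-fused human GASC-1 (KDM4C) fragment, residues 2-372 · Input – enzyme final amount 10 nM · Technique – LANCE TR-FRET, Eu antibody, ULight-streptavidin, EDTA, ex 340 nm, em 618/671 nm · Medium – HEPES buffer, pH 7.5, plus ascorbate · Incubation – enzyme reaction 30 min, then detection 60 min, both room temperature · Reagent – H3K9me3 peptide with Fe(II)/2OG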
T cruzi growth = T. cruzi intracellular proliferation inhibitors, primary screen, cell-based, beta-gal Tulahuen parasites, NIH3T3 host, luminescence; T. cruzi beta-gal in NIH3T3, GalScreen luminescence, 90 h; inhibition, % at 8.34 µM; 77,000 compounds, 5.9% hits;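 active means mean inhibition above about 93%, with at least 55% of replicates each passing it, limit read from the data, passing the limit was not always enough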
C diff HTS = C. difficile growth inhibitors, primary screen, HTS; 86,000 compounds, 0.25% hits; AID 1259249, 2017; Clostridium difficile clinical isolate growth, OD600, 24 h; hits give low values; growth activity, negative = inhibition, % at 16 µg/mL (by protocol);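 active means mean growth activity at or below -80% and every replicate also at or below -80%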;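 further: 0% = DMSO wells and -100% = levofloxacin 16 µg/mL wells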
* = called active by the depositor; . = not tested or not shown; & = joins results of further samples.

The first three entries, ahead of the listing:
cpd	Structure	C diff HTS	Pf Dd2 growth	T cruzi growth	GASC1 inh
1	Cc1noc(C)c1NC(=O)N(C)C[C@H]1Oc2ccc(NS(=O)(=O)c3ccc(F)cc3)cc2C(=O)N([C@H](C)CO)C[C@@H]1C	-2.5	12.3	24.4	0.6
2	CCCNC(=O)C[C@H]1CC[C@H]2[C@@H](COC[C@H](O)CN2C(=O)c2ccccn2)O1	.	13.1	-4.6	0.7
3	CCCN(C)C[C@H]1Oc2cc(-c3cccc(OC)c3)ccc2S(=O)(=O)N([C@H](C)CO)C[C@H]1C	4.2	-36.3	58.9	6.9

All compounds of this part, repeating the preview:
cpd	Structure	C diff HTS	Pf Dd2 growth	T cruzi growth	GASC1 inh
1	Cc1noc(C)c1NC(=O)N(C)C[C@H]1Oc2ccc(NS(=O)(=O)c3ccc(F)cc3)cc2C(=O)N([C@H](C)CO)C[C@@H]1C	-2.5	12.3	24.4	0.6
2	CCCNC(=O)C[C@H]1CC[C@H]2[C@@H](COC[C@H](O)CN2C(=O)c2ccccn2)O1	.	13.1	-4.6	0.7
3	CCCN(C)C[C@H]1Oc2cc(-c3cccc(OC)c3)ccc2S(=O)(=O)N([C@H](C)CO)C[C@H]1C	4.2	-36.3	58.9	6.9
4	O=C(O)C[C@H]1C=C[C@@H](NC(=O)Nc2ccccc2)[C@H](CO)O1	0.2	20.6	20.9	1.3
5	C[C@H]1CN([C@@H](C)CO)C(=O)c2cc(NC(=O)CCC(F)(F)F)ccc2O[C@H]1CN(C)Cc1ccc(-c2ccccc2)cc1	-6.3	17.2	86.3	-0.6
6	CCC(=O)Nc1ccc2c(c1)C(=O)N(C)C[C@@H](OC)[C@H](C)CN(C(=O)CN1CCOCC1)[C@H](C)CO2	.	.	-72.8	1.7
7	Cc1ccccc1S(=O)(=O)N1CC[C@@H]2[C@@H](CO)N(C)c3ccc(-c4ccc(F)cc4)cc3[C@@H]21	61.9	12.9	87.6	-5.2
8	O=C(c1cnccn1)N1CC(=O)N2[C@H](C1)[C@H](c1ccc(-c3ccc(F)cc3)cc1)[C@@H]2CO	2.0	-15.2	.	2.1
9	CN(C)C(=O)c1ccc(-c2ccc3c(c2)[C@@H]2[C@@H](CCN2C(=O)c2ccccn2)[C@@H](CO)N3)cc1	-13.0	-36.5	76.2	2.4
10	COc1ccc2c3c(n(C)c2c1)[C@H](CO)N(C)CC31CCN(C(=O)Nc2c(C)noc2C)CC1	3.3	5.5	.	-0.4
11	Cc1ccc(S(=O)(=O)Nc2cccc3c2O[C@@H](CN(C)Cc2ccc4c(c2)OCO4)[C@@H](C)CN([C@H](C)CO)C3=O)cc1	-6.1	-19.8	20.1	-3.2
12	CC(C)NC(=O)N(C)C[C@@H]1OCCCC[C@@H](C)Oc2ccc(NS(=O)(=O)c3ccc(Cl)cc3)cc2C(=O)N([C@@H](C)CO)C[C@H]1C	2.5	.	-3.4	0.5
13	CN(C)CC(=O)N1CC2(C1)[C@H](c1ccccc1)[C@@H](CO)N2S(=O)(=O)c1ccccc1	-4.2	-14.4	.	-2.2
14	CO[C@@H]1CN(C)C(=O)c2cccc(C#N)c2OC[C@H]2O[C@H](CC[C@H]2OC)CCN(C)C(=O)[C@H]1C	.	18.9	-22.4	-1.1
15	COc1ccc(NC(=O)Nc2ccc3c(c2)C(=O)N([C@@H](C)CO)C[C@@H](C)[C@H](CN(C)C(=O)Cc2ccccc2)OCCCC[C@@H](C)O3)cc1	5.0	-8.5	50.9	-1.1
16	CCCNC(=O)N1CC2(CN(S(=O)(=O)c3ccc(OC)cc3)C2)c2c(n(C)c3cc(OC)ccc23)[C@@H]1CO	-22.0	-4.4	.	-0.9
17	COC(=O)[C@H]1[C@H](CO)[C@H]2Cn3c(ccc(-c4ccc(F)cc4)c3=O)[C@H]2N1Cc1ccccn1	-1.8	-0.5	79.2	15.8
18	O=C(c1cnccn1)N1C[C@@H]2[C@H](c3ccccc31)[C@H](CO)N2Cc1ccccc1Cl	4.8	-18.4	-7.9	-1.2
19	CCC(=O)N1CC(=O)N2[C@@H](CO)[C@H](c3ccc(-c4ccccc4F)cc3)[C@@H]2C1	-10.0	10.5	.	0.9
20	O=C(Nc1cccc(Cl)c1)N[C@H]1CC[C@@H](CCNC(=O)C2CCOCC2)O[C@H]1CO	1.8	-8.2	-13.5	1.3
21	COc1ccc(S(=O)(=O)N(C)C[C@H]2OCCCC[C@H](C)Oc3ccc(NS(=O)(=O)c4ccc(F)cc4)cc3C(=O)N([C@@H](C)CO)C[C@@H]2C)cc1	4.9	-70.6	108.0*	-1.2
22	C[C@@H]1CN([C@H](C)CO)S(=O)(=O)c2ccc(Br)cc2O[C@@H]1CN(C)C(=O)CC1CC1	4.0	-1.0	5.3	0.7
23	O=C(C[C@@H]1CC[C@H]2[C@@H](COC[C@@H](O)CN2Cc2ccc(Cl)cc2)O1)NCc1ccccc1Cl	4.2	-3.8	4.2	0.9
24	COc1ccc(S(=O)(=O)Nc2cccc3c2O[C@@H](CN(C)Cc2ccc(C(F)(F)F)cc2)[C@@H](C)CN([C@H](C)CO)C3=O)cc1	9.4	-24.0	96.2	-1.5
25	CN1CCN(C(=O)C[C@@H]2C[C@@H]3c4cc(NC(=O)Nc5ccccc5F)ccc4O[C@@H]3[C@@H](CO)O2)CC1	-0.9	-0.8	1.0	-4.0
26	C[C@H](CO)N1C[C@H](C)[C@@H](CN(C)C(=O)Nc2ccc3c(c2)OCO3)OCc2cn(nn2)CCCC1=O	0.9&-2.2	0.7&-1.3	4.3&36.3	14.0
27	Cc1noc(C)c1NC(=O)Nc1ccc2c(c1)C(=O)N([C@H](C)CO)C[C@@H](C)[C@H](CN(C)CC1CCCCC1)O2	1.6	1.8	38.7	-0.5
28	COc1ccc(S(=O)(=O)N(C)C[C@@H]2Oc3ccc(NS(=O)(=O)c4cn(C)cn4)cc3C(=O)N([C@H](C)CO)C[C@@H]2C)cc1	.	10.8	39.5	1.5
29	CCN(C[C@H]1[C@H](c2ccc(-c3cccnc3)cc2)[C@H](CO)N1C(C)=O)C(C)=O	9.2	4.2	1.4	3.8
30	C[C@@H]1CN([C@H](C)CO)C(=O)c2cccc(NS(=O)(=O)c3cccs3)c2O[C@H]1CN(C)C(=O)NC1CCCCC1	.	-1.3	60.2	-4.7
31	CNC[C@@H]1Oc2ccc(NC(=O)C3CCCCC3)cc2CC(=O)N([C@H](C)CO)C[C@H]1C	0.0	61.4	28.1	-0.7
32	COC(=O)C[C@@H]1C[C@@H]2c3cc(NS(=O)(=O)c4ccc(OC)cc4)ccc3O[C@@H]2[C@H](CO)O1	2.8	-3.9	-28.5	0.9
33	Cc1noc(C)c1NC(=O)Nc1ccc2c(c1)CC(=O)N([C@H](C)CO)C[C@H](C)[C@H](CN(C)Cc1ccc(C(=O)Nc3ccccc3N)cc1)O2	6.2	-58.3	.	-0.5
34	Cc1cccc(S(=O)(=O)N2CC[C@@H]3[C@H]2c2cc(C#Cc4cccc(F)c4)ccc2N[C@@H]3CO)c1	61.1	10.7	85.8	1.7
35	O=C(NC1CCCC1)N1CC2(C1)[C@@H](c1ccccc1)[C@@H](CO)N2CC1CCCC1	2.4	-31.0	.	-1.4
36	C[C@@H]1CN([C@H](C)CO)C(=O)c2cccc(NC(=O)c3cnccn3)c2O[C@H]1CN(C)S(=O)(=O)c1cccs1	-1.6	-16.4	-12.4	-0.4
37	COc1ccc(S(=O)(=O)Nc2cccc3c2O[C@@H](CN(C)S(=O)(=O)c2ccc(F)cc2)[C@@H](C)CN([C@H](C)CO)C3=O)cc1	-4.3	4.4	28.1	1.4
38	C[C@H](CO)N1C[C@H](C)[C@@H](CN(C)Cc2ccccn2)Oc2ncc(-c3ccccc3)cc2C1=O	-3.3&5.0	-0.3&16.8	-3.4&18.1	2.6
39	COCC(=O)NC[C@H]1N[C@H](CO)[C@H]1c1ccc(C2=CCCC2)cc1	7.2	1.6	-24.0	5.5
40	COCC(=O)N(C)C[C@H]1Oc2ncc(C#Cc3cccnc3)cc2C(=O)N([C@H](C)CO)C[C@@H]1C	0.2	9.9	36.3	-2.1
41	COc1ccccc1NC(=O)N(C)C[C@H]1Oc2ncc(C#CCN(C)C)cc2C(=O)N([C@@H](C)CO)C[C@H]1C	-0.1	16.3	47.7	3.1
42	CCCN(C)C[C@@H]1Oc2cc(C#CCC3CCCC3)ccc2S(=O)(=O)N([C@H](C)CO)C[C@@H]1C	7.5	-1.8	.	0.8
43	O=C(C[C@@H]1C=C[C@H](NC(=O)c2cccc(F)c2)[C@@H](CO)O1)NCc1ccccc1	.	-17.5	11.4	0.8
44	CO[C@@H]1CN(C)C(=O)c2ccc(NC(=O)Nc3ccccc3)cc2OC[C@H](C)NC[C@@H]1C	-0.6	22.9	-15.0	1.2
45	C[C@@H]1CN([C@@H](C)CO)C(=O)Cc2cc(NC(=O)C3CC3)ccc2O[C@H]1CN(C)C(=O)Nc1ccccc1	-2.2	14.7	.	-0.5
46	COc1ccc(S(=O)(=O)N(C)C[C@H]2OCCCC[C@H](C)Oc3ccc(NS(C)(=O)=O)cc3C(=O)N([C@@H](C)CO)C[C@@H]2C)cc1	5.0	-37.7	-50.3	-0.1
47	CN1C(=O)c2cc(NC(=O)C3CCCC3)ccc2OC[C@@H]2O[C@@H](CC(=O)NCC(F)(F)F)CC[C@@H]21	-2.8	1.3	-3.6	2.9
48	COc1ccc(C#Cc2cnc3c(c2)C(=O)N([C@H](C)CO)C[C@@H](C)[C@H](CN(C)C)O3)cc1	-2.5	-19.2	43.8	-1.5
49	O=C(C[C@H]1CC[C@@H](NC(=O)Cc2cccnc2)[C@@H](CO)O1)Nc1ccccc1	2.6	29.0	.	-1.3
50	C[C@@H]1CN([C@@H](C)CO)C(=O)c2cc(NC(=O)Nc3ccccc3)ccc2O[C@@H]1CN(C)C(=O)Nc1ccc(C(F)(F)F)cc1	3.0	-41.9	-10.6	-1.8
51	CC=Cc1ccc2n(c1=O)C[C@@H]1[C@@H](CO)[C@H](C(=O)NC3CCCCC3)N(CCC)[C@H]21 (mixture of isomers)	3.6	-0.9	33.4	4.4
52	C[C@@H]1CCCCO[C@@H](CN(C)Cc2ccccc2)[C@@H](C)CN([C@H](C)CO)C(=O)c2cc(NC(=O)Nc3ccc4c(c3)OCO4)ccc2O1	2.4	36.5	43.4	-1.0
53	N#C[C@@H]1[C@@H](c2ccccc2)[C@@H](CO)N1C(=O)Cc1ccccc1	1.5	-14.4	104.9*	-3.2
54	C[C@@H](NC(=O)C[C@@H]1C[C@H]2c3cc(NC(=O)Nc4ccccc4F)ccc3O[C@H]2[C@H](CO)O1)c1ccccc1	5.0	-10.9	.	-1.0
55	Cc1cccc(CN(C)C[C@H]2OCc3cnnn3CCCC(=O)N([C@@H](C)CO)C[C@@H]2C)c1	0.4	-17.3	-53.6	1.0
56	CC(=O)N(C)C[C@H]1Oc2ncc(C#Cc3ccncc3)cc2C(=O)N([C@H](C)CO)C[C@H]1C	2.2	22.0	.	22.0
57	C[C@H](CO)N1C[C@H](C)[C@@H](CN(C)Cc2ccccc2)Oc2ncc(-c3cccnc3)cc2C1=O	.	5.5	1.9	-0.7
58	Cc1noc(C)c1S(=O)(=O)N(C)C[C@H]1Oc2ccc(NC(=O)Nc3ccc(F)cc3)cc2CC(=O)N([C@H](C)CO)C[C@H]1C	4.4	-12.3	9.1	-0.1
59	COc1ccc(S(=O)(=O)Nc2cccc3c2O[C@H](CN(C)CC2CC2)[C@@H](C)CN([C@@H](C)CO)C3=O)cc1	-1.2	33.4	32.2	2.7
60	C/C=C/c1ccc2c(c1)O[C@H](CN(C)C(=O)NC1CCCC1)[C@@H](C)CN([C@@H](C)CO)S2(=O)=O	2.9	1.9	.	1.1

(more compounds)
cpd	Structure	C diff HTS	Pf Dd2 growth	T cruzi growth	GASC1 inh
61	CO[C@H]1CN(C)C(=O)c2ccc(NC(=O)c3cnccn3)cc2OC[C@H](C)NC[C@H]1C	.	-3.2	26.6	-0.2
62	O=S(=O)(c1ccccc1)N1CC[C@H]2[C@H](CO)Nc3ccc(-c4ccccc4F)cc3[C@H]21	70.6	61.5	101.7*	7.8
63	C[C@H](CO)N1C[C@H](C)[C@H](CN(C)Cc2ccc(-c3ccccc3)cc2)Oc2ccc(NS(=O)(=O)c3ccc(Cl)cc3)cc2C1=O	16.5	-12.0	112.5*	-1.7
64	CO[C@H]1CN(C)C(=O)c2ccc(NC(=O)c3ccc4c(c3)OCO4)cc2OC[C@H](C)NC[C@@H]1C	.	13.4	-83.5	1.5
65	CC(C)NC(=O)Nc1ccc2c(c1)C(=O)N([C@@H](C)CO)C[C@H](C)[C@@H](CN(C)Cc1ccc(-c3ccccc3)cc1)O2	-11.5	-20.7	-5.8	2.0
66	COc1ccc(C#Cc2ccc3c(c2)[C@H]2[C@H](CCN2C(=O)NC(C)C)[C@H](CO)N3C)cc1	-13.5	-48.6	41.8	1.1
67	C[C@H]1CN([C@@H](C)CO)C(=O)c2cc(C#CCN(C)C)cnc2O[C@H]1CN(C)Cc1ccc(C(=O)O)cc1	0.9	34.6	44.2	6.0

Screens from PubChem BioAssay.
